G9a inh: G9a (human) methyltransferase inhibition. G9a H3K9 monomethylation, AlphaScreen, 2 h. Potency, µM (doses to about 102 µM), without a hit: at the top dose activity, negative = inhibition, most hits filed as inhibitors. 350,000 compounds, 8.8% hits. AID 504332; further: potency means the concentration at half of the fitted maximal effect; on the % scale 0 is the no-effect control and ±100 the full control effect; nearly all actives have a fitted effect of over 75% in size
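Compounds were preincubated with 20 nM G9a for 15 min, after which biotinylated H3K9 peptide (500 nM) and SAM (20 uM) started a 2 h room-temperature reaction. Monomethylated product was quantified by antibody-based AlphaScreen chemiluminescence.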
JMJD2A Tudor inh: JMJD2A Tudor domain (human) inhibition | O75164 | AlphaScreen JMJD2A-Tudor / H3K4me3 peptide binding | AID 504339 | 390,000 compounds, 4.4% hits | Potency, µM (doses to about 114 µM), without a hit: at the top dose activity change, negative = inhibition, most hits filed as inhibitors; further: potency means the concentration at half of the fitted maximal effect; on the % scale 0 is the no-effect control and ±100 the full control effect; nearly all actives have a fitted effect of over 50% in size
GLS inhibitor: inhibitors of human glutaminase (GLS) | 410,000 compounds, 0.21% hits | O94925 | Potency, µM (doses to about 45.5 µM), inactives show top-dose activity change, negative = inhibition, hits mostly inhibitors | GLS enzymatic activity, qHTS titration; further: potency means the concentration at half of the fitted maximal effect; on the % scale 0 is the no-effect control and ±100 the full control effect
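hKGA in 45 mM KH2PO4 pH 8.2, 0.02% Tween-20 with pin-transferred compounds; 1 mM L-glutamine (stock) plus glutamate oxidase/HRP/Amplex Red coupling added. Fluorescence read initially and after 30 min at RT.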
ERG-DNA inh: ERG Ets/DNA interaction inhibition | P11308 | fluorescence polarization, His-ERG Ets domain / labelled DNA | Potency, µM (top dose mostly 76.9 µM), without a hit: at the highest dose FP activity, negative = inhibition, actives largely listed as inhibitors | 370,000 compounds, 0.028% hits; active means well fitted inhibition curve with a large enough effect in the polarisation, with a control signal flat; inconclusive means small, poorly fitted or top-dose-only effect, or effect the other way, or a change in a side signal; inactive means no such curve, though single readings can be large or run the other way; the % refers to the polarisation;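 further: polarization taken with two DNA probes labelled with fluorescein and Texas red; potency means the concentration at half of the fitted maximal effect; % of control where 0% means no effect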
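His-tagged ERG Ets domain (1 uM in the protein solution; 300mM KCl, 50mM Tris-HCl, 1mM EDTA, 1mM DTT, pH 7.5) received compound, then a probe mix of 5 nM fluorescein-DNA and 100nM Texas-615-DNA. Fluorescence polarization was read for both dyes.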
HP1b chromo inh: blocks HP1-beta chromodomain binding to methylated histone tails; AlphaScreen HP1-beta / biotin-H3K9me3 peptide binding; Potency, µM (highest dose often 114 µM), for inactives: at the highest dose activity change, negative = inhibition, hits mostly inhibitors; 390,000 compounds, 0.56% hits; AID 540317; further: potency means the concentration at half of the fitted maximal effect; nearly all actives have a fitted effect of over 70% in size; inactives centre near 23
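HP1-beta protein (50 nM final) preincubated 30 min at room temperature with biotinylated H3(1-18)K9me3 peptide (50 nM) in PBS pH 7.4, 0.01% Tween-20, then compound added for 30 min. AlphaScreen streptavidin donor/nickel chelate acceptor beads (10 ug/mL final), 30 min dark, luminescence read.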
Pin1 inhibitor: blocks the human prolyl isomerase Pin1. Pin1 FP peptide displacement, HiFluor488, 10 min. Potency, µM (top dose mostly 115 µM), for the others: at the top dose activity, negative = inhibition, usual class: inhibitors. 390,000 compounds, 0.009% hits; active means well fitted inhibition curve with a large enough effect in the polarisation, with a control signal flat, not every such curve was filed as active; inconclusive means small, poorly fitted or top-dose-only effect, or effect the other way, or a change in a side signal; inactive means no such curve, though single readings can be large or run the other way; the % refers to the polarisation; further: potency means the concentration at half of the fitted maximal effect; on the % scale 0 is the no-effect control and ±100 the full control effect
Target sequence (Q13526 whole entry, looked up): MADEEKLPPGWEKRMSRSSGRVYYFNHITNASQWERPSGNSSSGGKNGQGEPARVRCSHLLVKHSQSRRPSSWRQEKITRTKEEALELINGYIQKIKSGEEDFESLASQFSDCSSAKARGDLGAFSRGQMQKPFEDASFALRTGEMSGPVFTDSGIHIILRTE
PI4K2A inh: PI4K2A (human) kinase inhibition; purified PI4K2A, ADP-Glo luminescence, 1 h; hits give low values; activity change, negative = inhibition, % at 76.9 µM; 420,000 compounds, 0.13% hits; AID 1346378; in the data active means activity change below about -50%; inconclusive means mostly about -30% to -49%;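 further: -100% = wells without enzyme as full effect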
Target sequence (Q9BTU6 whole entry, looked up): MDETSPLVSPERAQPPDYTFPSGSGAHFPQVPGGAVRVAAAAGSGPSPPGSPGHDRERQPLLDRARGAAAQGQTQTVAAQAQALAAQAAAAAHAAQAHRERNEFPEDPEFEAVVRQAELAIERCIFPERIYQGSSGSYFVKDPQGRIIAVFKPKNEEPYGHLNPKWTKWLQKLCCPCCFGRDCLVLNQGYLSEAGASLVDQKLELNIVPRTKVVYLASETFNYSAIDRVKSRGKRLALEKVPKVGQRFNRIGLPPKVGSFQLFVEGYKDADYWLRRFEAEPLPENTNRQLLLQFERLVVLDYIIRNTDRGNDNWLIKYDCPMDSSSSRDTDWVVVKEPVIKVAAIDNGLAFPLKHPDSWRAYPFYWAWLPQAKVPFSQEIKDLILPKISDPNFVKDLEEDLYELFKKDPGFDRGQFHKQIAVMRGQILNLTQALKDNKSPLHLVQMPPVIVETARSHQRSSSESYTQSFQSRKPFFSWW
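In this quantitative HTS, ADP production by PI4K2A was quantified luminescently after 1 h at ambient temperature; 100 microM adenosine served as plate-quality control.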
BAZ2B inh: BAZ2B (human) inhibition; Q9UIF8; AlphaScreen BAZ2B-H3K14Ac peptide displacement; Potency, µM (titrated, usually from 114 µM), without a hit: at the top dose activity change, negative = inhibition, usual class: inhibitors; 360,000 compounds, 4.4% hits; AID 504333; further: potency means the concentration at half of the fitted maximal effect; on the % scale 0 is the no-effect control and ±100 the full control effect; nearly all actives have a fitted effect of over 60% in size
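AlphaScreen luminescence quantifies BAZ2B engagement of H3K14Ac peptide; the protein and biotinylated peptide are both at 50 nM final, buffer PBS pH 7.4 with 0.01% Tween-20, all steps at room temperature.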
PGK inhibitor: T. brucei PGK inhibition; PGK/GAPDH coupled, Kinase-Glo luminescence, 60 min; Potency, µM (doses to about 57.5 µM), for inactives: at the top dose activity change, negative = inhibition, most hits filed as inhibitors; 380,000 compounds, 0.043% hits; AID 602233; further: potency means the concentration at half of the fitted maximal effect; on the % scale 0 is the no-effect control and ±100 the full control effect; nearly all actives have a fitted effect of over 60% in size
Target sequence (P07378 whole entry, looked up): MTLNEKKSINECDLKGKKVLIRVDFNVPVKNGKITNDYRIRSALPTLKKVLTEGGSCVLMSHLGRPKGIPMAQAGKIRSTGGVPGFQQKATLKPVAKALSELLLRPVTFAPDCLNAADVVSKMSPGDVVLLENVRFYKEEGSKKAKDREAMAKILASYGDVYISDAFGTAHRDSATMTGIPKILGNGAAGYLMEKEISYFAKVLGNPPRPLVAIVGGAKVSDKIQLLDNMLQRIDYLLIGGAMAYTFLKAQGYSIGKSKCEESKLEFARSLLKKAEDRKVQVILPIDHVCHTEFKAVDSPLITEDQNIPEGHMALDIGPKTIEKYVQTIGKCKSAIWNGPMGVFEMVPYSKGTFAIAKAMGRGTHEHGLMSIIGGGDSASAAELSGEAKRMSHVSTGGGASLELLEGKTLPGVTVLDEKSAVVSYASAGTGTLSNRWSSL
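Recombinant glycosomal PGK reaction used 1,3-bisphosphoglycerate generated in-well by GAPDH (100nM final) in 100mM TEA pH 7.6, 5mM MgCl2, 0.01% Tween-20. After 60 minutes at room temperature, ATP was read by Kinase-Glo Plus luminescence end-point.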
Numbers without * were called inactive; i = inactive; ? = inconclusive; . = no result given; [ ] = remark or other dose. Unless noted, the call rests on the fitted dose curve; in most records, active means well fitted curve in the direction sought with a large enough effect; inconclusive means small, poorly fitted or top-dose-only effect, or another doubt; inactive means no such curve, though single readings can be large; an effect the other way counts as inactive or inconclusive.

Each structure is followed by: G9a inh | JMJD2A Tudor inh | GLS inhibitor | ERG-DNA inh | HP1b chromo inh | Pin1 inhibitor | PI4K2A inh | BAZ2B inh | PGK inhibitor
- Cn1nc(-c2ccccc2F)c2cc(C(=O)Nc3ccc4c(c3)OCCO4)sc21
 : -16% | ? | 5% | 1% | 14% | ? | 4 | -29% | 1%
- CCOc1ccccc1NC(=O)COC(=O)c1ccccc1SCC(=O)N1CCCC1
 : 26%[0.501 µM] | -7% | 5% | -3% | 26% | -2% | 7 | 30%[activator] | -10%
- O=C(CN1CCC(n2nnc3cc(F)ccc32)CC1)NCCc1ccccc1
 : 3%[59 µM] | -25% | -1% | 4% | 24% | -5% | -2 | -5% | -10%
- Cc1nc(SCC(=O)Nc2ccccc2Cl)cc(-c2ccccc2)n1
 : 15%[59 µM] | -14% | 8% | -3% | 15% | 0% | -2 | 6% | -5%
- Cc1ccc(NC(=O)Cn2cnc3sc(C(=O)NCc4ccco4)c(C)c3c2=O)cc1Cl
 : ? | -5% | -4% | ? | 49%[activator] | 29% | -2 | 1% | 0%
- CCN(CC)C(=O)c1cc2c(=O)n3cccc(C)c3nc2s1
 : 12% | 7% | -9% | -7% | 43%[activator] | -1% | 0 | 11% | 0%
- CC(=O)Nc1ccc(OCc2cc(=O)n3ccccc3n2)cc1
 : -3%[59 µM] | -8% | -2% | -9% | 24%[57 µM] | ? | 2 | 4% | 2%
- O=C(CCCCC(=O)Nc1ccccc1Cl)Nc1ccccc1Cl
 : 10% | -12% | -1% | 17% | 43%[activator] | 2% | -6 | 8% | .
- Cc1ccccc1C(=O)Nc1ccc2nc(SCC(=O)N(C)c3ccccc3)sc2c1
 : 1%[59 µM] | 0% | 4% | -2% | 36% | 14% | 7 | -3% | 0%
- O=C(Nc1ccc2nc3n(c(=O)c2c1)CCCCC3)C(=O)Nc1ccccc1F
 : 5%[59 µM] | -13% | 1% | 0% | 48%[activator] | 3% | -1 | -2% | 10%
- N#Cc1nc(-c2ccccc2F)oc1NCCc1ccccc1
 : -12%[12.7 µM] | -31% | -13% | 9% | -45% | -1% | -4 | 14%[57.1 µM] | -4%
- Cc1cccc(N(C)S(=O)(=O)c2cc3[nH]c(=O)c(=O)[nH]c3cc2C)c1
 : 10%[59 µM] | -18% | 5% | -3% | 33% | -4% | 0 | 0% | -6%
- O=C(NN1C(=O)C2C3C=CC(O3)C2C1=O)c1ccccc1 (stereo not drawn)
 : ? | -2% | 1% | 5% | 40%[activator] | -2% | 0 | 11% | 4%
- COC(=O)Nc1ccc(S(=O)(=O)N2CCCC(C(=O)NCC3CCCO3)C2)cc1 (stereo not drawn)
 : . | 0% | -5% | 0% | 29% | 7% | 6 | . | -6%
- COC(=O)c1cc2oc3ccccc3c2n1CC(=O)Nc1cc(OC)cc(OC)c1
 : -5%[59 µM] | -11% | 8% | 5% | 3% | 22% | 0 | -2% | -3%
- COc1cccc(/C=N\NC(=O)Cn2nnc3ccccc32)c1O
 : 4% | -20% | -15% | -1% | 42%[activator] | 9% | -3 | -10% | -1%
- Cc1ccc(/C=N\NC(=O)C2CN(S(=O)(=O)c3ccccc3)CCN2S(=O)(=O)c2ccccc2)cc1 (stereo not drawn)
 : ? | -9% | -1% | -5% | 19% | 13% | -3 | 2% | 5%
- CCCCCCCCCC(=O)N[C@H](CN1CCOCC1)[C@H](O)c1ccccc1
 : -3%[59 µM] | -18% | 4% | 2% | 20% | 2% | 3 | . | 4%
- Cc1ccc(S(=O)(=O)N(C)C)cc1NC(=S)NCc1ccco1
 : ? | -15% | -18% | 7% | 36%[activator] | -5% | 4 | -19% | -2%
- Cc1c(C(=O)NCc2ccccc2CN2CCCC2)oc2ccc(F)cc12
 : 0%[59 µM] | -6% | 3% | 13% | 32% | -4% | 2 | 7% | -4%
- Cc1ccc(C(=O)O)cc1N1C(=O)c2cccc3c([N+](=O)[O-])ccc(c23)C1=O
 : 25µM* | 56µM* | ? | 9% | -16% | ? | ? | 50µM* | -15%
- C1=CC2CC1CC2CN1CCN(Cc2ccccc2)CC1 (stereo not drawn)
 : 2µM* | 1.1µM* | 4% | 5% | ? | -16% | 11 | 23% | -6%
- O=C(COC(=O)c1ccc(S(=O)(=O)Nc2ccccc2)cc1)NC1CCCC1
 : -4% | -4% | 0% | 10% | 39% | 9% | 0 | -22% | -1%
- Fc1ccc(CSc2nncn2NC/C=C/c2ccccc2)cc1
 : 16%[59 µM] | -17% | 4% | -1% | 19% | 5% | 5 | 7% | 2%
- CC(C)[C@H](NC(=O)OC(C)(C)C)C(=O)N/N=C/c1cccc2nccnc12
 : 4.5µM* | -8% | 12% | 13% | 18% | 3% | -3 | -39% | 1%
- CN(C(=O)c1cnccn1)c1c(N)n(Cc2ccccc2)c(=O)[nH]c1=O
 : -4% | -8% | 0% | 6% | 37%[activator] | 4% | -8 | 10% | -3%
- CN(C)CCOc1cccc(Br)c1
 : ? | 3.5µM* | -20% | ? | -19% | -4% | -2 | 45µM* | -5%
- Cc1ccc(C(OCC(O)CNC(CO)C(O)c2ccc([N+](=O)[O-])cc2)c2ccccc2)cc1 (stereo not drawn)
 : 13µM* | 40µM* | -3% | 7% | ? | -8% | 3 | 50µM* | -8%
- Cc1ccc(C(=O)N2c3ccc(C)cc3C(C)(c3ccccc3)CC2(C)C)cc1 (stereo not drawn)
 : 3%[59 µM] | -7% | 4% | -2% | 25% | 3% | 0 | -6% | 6%
- CC(=O)Nc1c(C)nn(-c2ccccc2)c1N1CCC(C(=O)NCc2ccc(F)cc2)CC1
 : 4%[59 µM] | 1% | 2% | 4% | 28%[57 µM] | ? | -5 | 4% | i

In the list so far, these contain an aryl thioether with sulfur outside any ring.
Each structure is followed by: G9a inh | JMJD2A Tudor inh | GLS inhibitor | ERG-DNA inh | HP1b chromo inh | Pin1 inhibitor | PI4K2A inh | BAZ2B inh | PGK inhibitor
- CCOc1ccccc1NC(=O)COC(=O)c1ccccc1SCC(=O)N1CCCC1
 : 26%[0.501 µM] | -7% | 5% | -3% | 26% | -2% | 7 | 30%[activator] | -10%
- Cc1nc(SCC(=O)Nc2ccccc2Cl)cc(-c2ccccc2)n1
 : 15%[59 µM] | -14% | 8% | -3% | 15% | 0% | -2 | 6% | -5%
- Cc1ccccc1C(=O)Nc1ccc2nc(SCC(=O)N(C)c3ccccc3)sc2c1
 : 1%[59 µM] | 0% | 4% | -2% | 36% | 14% | 7 | -3% | 0%
- Fc1ccc(CSc2nncn2NC/C=C/c2ccccc2)cc1
 : 16%[59 µM] | -17% | 4% | -1% | 19% | 5% | 5 | 7% | 2%

Complete entries from above. Values in the order: G9a inh, JMJD2A Tudor inh, GLS inhibitor, ERG-DNA inh, HP1b chromo inh, Pin1 inhibitor, PI4K2A inh, BAZ2B inh, PGK inhibitor
Cc1ccc(S(=O)(=O)N(C)C)cc1NC(=S)NCc1ccco1 reads ?, -15%, -18%, 7%, 36%[activator], -5%, 4, -19%, -2%
Fc1ccc(CSc2nncn2NC/C=C/c2ccccc2)cc1 reads 16%[59 µM], -17%, 4%, -1%, 19%, 5%, 5, 7%, 2%

Additional results:
Each structure is followed by: G9a inh | JMJD2A Tudor inh | GLS inhibitor | ERG-DNA inh | HP1b chromo inh | Pin1 inhibitor | PI4K2A inh | BAZ2B inh | PGK inhibitor
- CCOc1ccc(N(CC(=O)NC2CCCCC2)C(=O)CNC(=O)c2ccco2)cc1
 : . | -16% | -3% | -10% | 13% | 2% | 0 | . | -5%
- Cc1cc(C)c2nc(N(CCN(C)C)C(=O)/C=C/c3cccs3)sc2c1
 : . | -12% | 0% | 1% | 34% | -2% | -2 | ? | 13%
- N#Cc1cnn(-c2cccc(Cl)c2)c1N
 : 11%[12.7 µM] | 14% | 0% | 7% | 45%[activator] | 0% | 9 | -9% | 2%
- CCC(C(=O)NCCc1c[nH]c2cc(OC)ccc12)c1ccccc1 (stereo not drawn)
 : 12% | -20% | 6% | -11% | 1% | -5% | -1 | -17% | i
- COc1ccc(-c2noc3c2-c2nc(C(C)C)sc2CC3)cc1
 : . | 10% | -2% | -4% | 4% | -3% | 1 | . | -11%
- Cc1cc(=S)[nH]c2c(C)cccc12
 : ? | -19% | -1% | 1% | -5% | -7% | 1 | ? | -3%
- CCOC(=O)/C=C1\CN(Cc2cc(OC)c(OC)c(OC)c2)S(=O)(=O)c2ccccc21
 : ? | -17% | 9% | -3% | 39%[activator] | 3% | -4 | -29% | 5%
- CCOC(=O)C1=C(C(F)(F)F)Nc2ncnn2C1c1cc(OC)ccc1OC (stereo not drawn)
 : ? | -9% | 16% | -4% | 35% | 8% | 0 | -17% | -2%
- O=C(O)c1ccc(N/N=C/c2cccc3cccnc23)cc1
 : . | -5%[11.4 µM] | -4% | 8% | 87%[activator] | ? | 5 | 71µM* | -5%
- COCCN1C(=O)N[C@@H](c2ccccc2)[C@@H](C(=O)OC)[C@H]1C
 : . | -16% | 1% | 0% | 57%[activator] | -2% | 3 | . | 10%
- CCCCn1nc(C(=O)O)ccc1=O
 : -17%[59 µM] | -20%[57.1 µM] | 0% | -4% | 31% | 0% | 6 | -28% | i
- Cc1ccc2c(C)c(C(=O)N3CCCC(C(N)=O)C3)oc2c1C (stereo not drawn)
 : 4% | -1% | -3% | -4% | 22% | -4% | 0 | -18% | -3%
- Cc1cccc(-n2c3nc(=O)n(C)c(=O)c-3cc3ccc(Cl)cc32)c1C
 : -7%[59 µM] | -18% | 2% | -5% | 23% | 1% | 2 | . | -5%
